Screening data (PubChem)
Vif-A3F inh = blocks the Vif interaction with APOBEC3F | HeLa A3F-eYFP + Vif (tagged APOBEC3F with the HIV-1 protein that degrades it), YFP fluorescence increase | Potency, µM (doses to about 46.1 µM), for the others: at the highest dose activity, negative = active | 0.2% of 390,000 active; also: potency is read from the fitted curve at half-maximal effect; % of control where 0% means no effect; nearly all actives have a fitted effect of over 65% in size
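HeLa cells stably expressing Vif plus C-terminally eYFP-tagged A3F were seeded, incubated overnight at 37 deg C, dosed with compound, incubated overnight again at 37 deg C. Yellow fluorescence (Ex 488/Em 500-530) reported blocked Vif-mediated A3F-eYFP degradation.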
ERG Ets-DNA blk = ERG Ets/DNA interaction inhibition; P11308; fluorescence polarization, His-ERG Ets domain / labelled DNA; Potency, µM (series often up to 76.9 µM), for inactives: at the highest dose FP activity, negative = inhibition, actives largely listed as inhibitors; 0.028% of 370,000 active; AID 624246; active = well fitted inhibition curve with a large enough effect in the polarisation, with a control signal flat; inconclusive = small, poorly fitted or top-dose-only effect, or effect the other way, or a change in a side signal; inactive = no such curve, though single readings can be large or run the other way; the % refers to the polarisation;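 also: polarization taken with two DNA probes labelled with fluorescein and Texas red; potency is read from the fitted curve at half-maximal effect; % of control where 0% means no effect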
Target sequence (P11308 whole entry, looked up, the tested form may be a part): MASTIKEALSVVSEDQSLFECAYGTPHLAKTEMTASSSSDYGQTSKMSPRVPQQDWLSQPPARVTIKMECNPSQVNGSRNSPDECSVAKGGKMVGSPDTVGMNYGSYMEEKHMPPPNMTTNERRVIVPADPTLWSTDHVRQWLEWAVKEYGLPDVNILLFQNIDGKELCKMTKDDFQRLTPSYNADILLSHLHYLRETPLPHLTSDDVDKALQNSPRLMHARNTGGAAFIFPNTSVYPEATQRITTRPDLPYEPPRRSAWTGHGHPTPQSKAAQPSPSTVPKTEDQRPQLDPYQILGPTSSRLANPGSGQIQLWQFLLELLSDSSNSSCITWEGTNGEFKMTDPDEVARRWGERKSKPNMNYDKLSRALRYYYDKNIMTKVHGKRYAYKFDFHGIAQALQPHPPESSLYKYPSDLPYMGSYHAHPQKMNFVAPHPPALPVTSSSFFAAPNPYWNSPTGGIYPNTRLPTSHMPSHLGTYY
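His-tagged ERG Ets domain (1 uM in the protein solution; 300mM KCl, 50mM Tris-HCl, 1mM EDTA, 1mM DTT, pH 7.5) received compound, then a probe mix of 5 nM fluorescein-DNA and 100nM Texas-615-DNA. Fluorescence polarization was read for both dyes.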
D2 antagonist = antagonizes the human D2 dopamine receptor. inhibition, % at 10 µM. AID 485344. HEK293 TREx D2 cells, calcium flux, dopamine EC80. P14416. 2% of 340,000 active; in the data active = inhibition above about 30%; also: 0% is about no effect
Target sequence (P14416 whole entry, looked up): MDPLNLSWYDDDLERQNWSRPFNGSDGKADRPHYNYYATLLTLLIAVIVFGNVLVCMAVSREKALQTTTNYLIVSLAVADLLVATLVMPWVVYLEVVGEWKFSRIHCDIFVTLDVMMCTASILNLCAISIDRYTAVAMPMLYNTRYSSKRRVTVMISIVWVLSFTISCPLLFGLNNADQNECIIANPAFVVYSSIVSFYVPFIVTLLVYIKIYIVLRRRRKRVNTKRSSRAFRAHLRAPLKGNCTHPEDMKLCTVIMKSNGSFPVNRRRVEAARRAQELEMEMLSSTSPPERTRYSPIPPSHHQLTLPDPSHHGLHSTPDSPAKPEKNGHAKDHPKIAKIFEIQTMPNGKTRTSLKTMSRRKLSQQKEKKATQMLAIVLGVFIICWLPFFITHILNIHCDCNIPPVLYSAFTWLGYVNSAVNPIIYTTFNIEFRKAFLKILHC
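Measurement of antagonist activity uses fluorescent calcium dye in inducible HEK293 T-REx D2 cells: 10 s baseline, compound addition with 180 s read, EC80 dopamine addition with a further 180 s read.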
RGS4 inh = inhibitors of human regulator of G protein signaling 4; Transcreener GDP fluorescence polarization, RGS4-accelerated GTP hydrolysis; Potency, µM (series often up to 114 µM), inactives show at the highest dose activity change, negative = inhibition, actives largely listed as inhibitors; 0.039% of 390,000 active; AID 504845; also: potency is read from the fitted curve at half-maximal effect; % is scaled to controls: 0 for no effect and ±100 for the full control effect; nearly all actives have a fitted effect of over 75% in size; some results filed as inactive show a strong effect at the top dose
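MLSMR compounds (23 nl, pin-transferred) preincubated 10 min at room temperature with a 500nM (2x) first reagent, then RGS4 at 900nM (2x) plus Transcreener GDP mix added; fluorescence polarization (620/688 nm) read before and after 90 min at 30 °C.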
D2 ag = activates the human D2 dopamine receptor. 0.53% of 340,000 active. activation, % at 2 µM. HEK293 T-REx D2 cells, calcium flux agonist mode;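 active = activation over 3 SD above normal in the single-dose calcium agonist read, cut at about 30% in these data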; also: 0% is about no effect
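Tetracycline-induced HEK293 T-REx cells with force-coupled D2 receptor, plated overnight at 30 C, loaded with no-wash calcium dye. After a 10 s baseline, compound was pin-added and calcium flux read kinetically for 180 s; calcium rises flagged agonists.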
LDHA inh = inhibitors of human lactate dehydrogenase A; P00338; purified LDHA, NADH/diaphorase-resazurin fluorescence; active compounds read low; activity change, % (values are at about 110 or 230 µM); 0.15% of 480,000 active; in the data active = activity change below about -30%; inconclusive = mostly about -25% to -30%;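 also: plate controls were DMSO wells for no effect and wells without enzyme for full effect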
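Resorufin fluorescence (ex540/em590), read at 0 and 20 min after diaphorase/resazurin addition, reports the NADH left after a 5 min room-temperature reaction of 2 nM human LDH5 with 0.06 mM NADH and 0.2 mM pyruvate.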
Vif-A3G inh = blocks the Vif interaction with human APOBEC3G; HeLa A3G-eYFP + Vif (tagged APOBEC3G with the HIV-1 protein that degrades it), YFP fluorescence, overnight; Potency, µM (series often up to 46.1 µM), without a hit: at the highest dose activity, negative = active, actives largely listed as inhibitors; 0.076% of 410,000 active;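 also: potency is read from the fitted curve at half-maximal effect; % is scaled to controls: 0 for no effect and ±100 for the full control effect; nearly all actives have a fitted effect of over 60% in size; hits raise eYFP signal because A3G escapes Vif-driven loss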
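Read-out is eYFP fluorescence (Ex 488/Em 500-530) from Vif-expressing HeLa A3G-eYFP cells; more signal means A3G escaped Vif-mediated degradation. Cells plated overnight, compound pinned in, incubated overnight at 37 deg C.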
GRP78 ERSR act = induces the endoplasmic reticulum stress response in human glioma cells | 0.02% of 420,000 active | Potency, µM, for inactives: at the highest dose activation, most hits filed as activators | U87-MG GRP78 promoter luciferase reporter, 16 h; also: potency is read from the fitted curve at half-maximal effect; series mostly up to about 76 µM; % of control where 0% means no effect; nearly all actives have a fitted effect of over 35% in size
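ERSR induction read as luciferase luminescence (Bright-Glo, 10 min at room temperature) in stably transfected human U87-MG glioma cells exposed to compounds for 16 h, using GRP78 as sensor.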
12-LOX inh = ALOX12 (human) lipoxygenase inhibition | purified 12hLO, xylenol orange hydroperoxide absorbance | Potency, µM (doses to about 108 µM), inactives show top-dose activity change, negative = inhibition, actives largely listed as inhibitors | 1.1% of 580,000 active; also: potency is read from the fitted curve at half-maximal effect; % is scaled to controls: 0 for no effect and ±100 for the full control effect
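Purified human 12hLO (150 nM final) in 25 mM Hepes, 0.01% Triton X-100, pH 7.0 was preincubated 15 min at room temperature with compound. Then 40 uM arachidonic acid was added, 30 min. Hydroperoxide was read by Fe-XO absorbance ratio 573/405 nm.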
* = called active by the depositor; u = inconclusive; x = not tested or not shown; & = joins results of further samples; [ ] = remark or other dose. Unless noted, calls follow the shape of the dose curve; as a rule, active = well fitted curve in the direction sought with a large enough effect; inconclusive = small, poorly fitted or top-dose-only effect, or another doubt; inactive = no such curve, though single readings can be large; an effect the other way counts as inactive or inconclusive. A portion of the library; count on the stated rates, not on these rows.

SMILES	Vif-A3F inh	ERG Ets-DNA blk	D2 antagonist	RGS4 inh	D2 ag	LDHA inh	Vif-A3G inh	GRP78 ERSR act	12-LOX inh
CCOC(=O)c1nn(-c2ccc(F)cc2)c(=O)cc1OCC(=O)N1CCN(c2ccccc2)CC1	-9%	7%	-3	-43%	0.7	7	0%	-3%	-20%
O=C1c2ccccc2C(=O)N1C1CCCCC1	-5%	-7%	-2	-2%	0.6	-8&-4	-6%	-6%	u
O=C(Oc1c(CN2CCOCC2)cc(Cl)c2cccnc12)c1ccccc1	-12%	3%	0	-17%	0.4	-4	-10%	-1%	10%
OCC(Cc1ccc2c(c1)OCO2)C(CO)Cc1ccc2c(c1)OCO2 (centres undefined)	0%	-10%	-1	7%	0.5	1	2%	-5%	-9%
Nc1nnc(COc2cccc(C(F)(F)F)c2)s1	1%	10%	x	-15%	x	-5	2%	-3%	414%[activator]
COc1cc(C(=S)N2CCOCC2)cc(OC)c1OC	0%	-1%	0	-21%	0.3	-5	2%	-3%&1%	0%
Cc1cc(C)c2sc(NC(=O)c3ccc(S(=O)(=O)N4CCOCC4)cc3)nc2c1	3%	1%	x	17%	0.7	-9	-2%	-4%	-12%
O=C(O)c1cc2ccccc2n1-c1ccccc1	x	-6%	2	-16%	-0.1	-4	1%	-5%	-5%
CCCCNC(=O)C(=O)N/N=C/c1cccc(Br)c1	-16%	-14%	x	-31%	x	-2	-1%	-4%	-11%
COc1ccc(C2NC(=O)N(C)C3=C2C(=O)N(c2ccc(C(=O)O)cc2)C3)cc1 (centres undefined)	-13%	-4%	x	15%	x	-4	-1%	8%	-1%
C[C@@H]1NC(=O)N(c2ccc(F)cc2)C1=O	-44%	-2%	2	-24%	0.8	-8	0%	1%	3%
NC(=S)NNC(=O)c1ccccc1Cl	0%	-10%	0	-3%	0.6	-3	0%	-3%	-11%
Cc1n[nH]c(=S)n1/N=C/c1cccc(OCc2ccccc2)c1	-9%	-9%	-5	-41%	-1.2	1	-11%	1%	u
Cc1ccc(CNC(=O)c2sc3nc(C)cc(C)c3c2-n2cccc2)cc1	0%	-1%	x	24%	-1.5	-7	-1%	-4%	-5%
Cc1cc2ccccc2nc1SCC(=O)Nc1nc(-c2ccccc2)cs1	-2%	-3%	x	14%	x	1	0%	-5%	9%
CCOc1ccc(C2C(=O)N(C3CCCCC3)CC(=O)N2CCc2ccccc2)cc1OC (centres undefined)	0%	0%	x	2%	0.1	1	0%	-2%	-18%
Cc1cccc(-c2nnc(SCC(=O)N3CCCCC3)o2)c1	4%	-3%	x	-21%	0.1	-2	1%	0%	11%
COCCn1c(C)cc(C(=O)COC(=O)c2cccnc2SC)c1C	3%	x	x	-39%	x	2	0%	-7%	u
COc1ccc(CCNC(=O)c2cc3c(=O)n4cccc(C)c4nc3n(Cc3ccco3)c2=N)cc1OC	3%	8%	9	-20%	2.1	-6	-5%	-6%	1%
Cc1ccc2cc3cc(C(=O)NC4CC4)oc3nc2c1	0%	-2%	-13	-17%	-0.4	1	2%	0%	2%
CC(C)Cc1c(O)nc(SCC(=O)Nc2ccc3c(c2)CCC3)[nH]c1=O	-1%	x	7	7%	-1.2	-5	0%	-1%	-7%[57.4 µM]
CCC(C)c1ccc(NC(=O)Nc2cnccn2)cc1 (centres undefined)	-7%	-8%	4	-2%	0.7	0	u	3%	2%
Cc1ccc(C)c(-n2cc(CNCCCn3cccn3)c(-c3ccccc3)n2)c1	-7%	-8%	20	12%	2.7	0	1%	-7%	0%
C=CCNc1nc(S(=O)Cc2ccc(C)cc2)nc2c1CCCC2 (centres undefined)	0%	-6%	-8	7%	-0.3	-7	0%	1%	-22%
O=C(O)CCC(=O)NC1CCCCCCC1	-6%	-12%	x	-2%[56.9 µM]	x	-2	-1%	-6%	13%

Some entries already given, limited to D2 ag.
compound	D2 ag
CC(C)Cc1c(O)nc(SCC(=O)Nc2ccc3c(c2)CCC3)[nH]c1=O	-1.2
COc1ccc(CCNC(=O)c2cc3c(=O)n4cccc(C)c4nc3n(Cc3ccco3)c2=N)cc1OC	2.1

Further entries.
SMILES	Vif-A3F inh	ERG Ets-DNA blk	D2 antagonist	RGS4 inh	D2 ag	LDHA inh	Vif-A3G inh	GRP78 ERSR act	12-LOX inh
O=C(NCc1cccc(C(F)(F)F)c1)c1cccc(S(=O)(=O)N2CCN(Cc3ccccc3)CC2)c1	0%	-6%	-13	-3%	-0.4	-7	0%	-4%	11%
Cc1cccc(N=C2NN=C(c3c(C)[nH]c4ccccc34)CS2)c1	8%	-2%	-4	-32%	-0.7	-7	-11%	1%	u
CCOC(=O)N1CCC(N2Cc3cccc(C(=O)Nc4c(C)cccc4CC)c3C2=O)CC1	-26%	4%	17	-3%	-0.2	0	-1%	-2%	-14%
Nc1[nH]c(=O)nc2snnc12	-15%	6%	x	-22%	x	-4	-2%	-5%	-4%
COCCn1c(C)cc(C(=O)CSc2nnc(C)s2)c1C	-10%	4%	14	-5%	0.3	-5	3%	-16%	6%
COc1ccc(C(=O)C2CCCN(C(=O)c3ccc4nccnc4c3)C2)c(C)c1 (centres undefined)	-1%	-7%	x	-4%	x	-2	4%	10%	-3%
O=C(Nc1ccc(CN2CCOCC2)cc1)c1ccc(N2CCCC2)c([N+](=O)[O-])c1	-3%	-7%	-17	2%	-0.4	-3	2%	-4%	u
CSc1ccc(CN(C)CC(=O)NCCc2ccccc2)cc1	3%	2%	5	-10%	-0.6	0	-4%	-1%	-6%
COc1cc(C(=O)NCC2(N3CCCCC3)CCCCC2)ccc1OCC(=O)N1CCOCC1	2%	-17%	-6	22%	1.0	-3	2%	-4%	5%
Cc1ccc(NC(=O)Cn2nnnc2-c2ccccc2N)cc1	2%	-2%	x	-15%	0.0	-1	-1%	-3%	-24%
O=c1oc(-c2cccc(Cl)c2)nc2c1cnn2-c1ccccc1	2%	x	-15	8%	0.9	-7	0%	-4%	-13%
O=[N+]([O-])c1ccccc1/C=C/CN1CCSCC1	-3%	-6%	-12	38%	0.4	-22	0%	-3%	-35%
CC1CCN(S(=O)(=O)N2CCC(C(=O)NC(C)c3ccccc3)CC2)CC1 (centres undefined)	1%	x	x	x	x	-12	-2%	-1%	11%
CC(=O)Oc1ccc(/C(C)=N/N2CCN(Cc3ccc(C)cc3)CC2)cc1	-14%	4%	x	-7%	x	-4	3%	-4%	5%
CCN(CC)S(=O)(=O)c1ccc(N2CCOCC2)c(NC(=O)CC2OC(=O)c3ccccc32)c1 (centres undefined)	11%	-5%	-4	-39%	0.1	1	0%	-5%	x
CCOC(=O)C1(S(=O)(=O)c2ccccc2)CCN(Cc2ccc(Cl)cc2)CC1	-4%	-1%	-21	-11%	-0.2	5	2%	2%	1%
CCN(CC(=O)NCc1cccs1)C(=O)c1cccc(S(=O)(=O)Nc2cccc(C)c2)c1	13%	-6%	9	0%	0.0	-8	0%	-1%	7%
O=S(=O)(CCNCc1cccs1)c1ccc(Cl)cc1	-1%	9%	7	4%	-1.0	-2	2%	-4%	u
COc1ccc(C2NC(=O)c3ccccc3O2)c(OC)c1OC (centres undefined)	5%	-3%	21	-25%	1.0	5	3%	-3%	-6%
O=C(NNC(=O)C1C2C=CC(C2)C1C(=O)O)c1ccccc1O (centres undefined)	1%	1%	24	0%	0.8	3	1%	3%	0%
CCCN(CC(=O)Nc1ccccc1C)C(=O)C1CC(=O)N(c2ccccc2C(C)CC)C1 (centres undefined)	1%	-6%	-38	-1%	0.1	-3	4%	4%	30%[activator]
NNC(=O)CN1C(=O)Nc2ccc(Br)cc2C1c1ccccc1 (centres undefined)	3%	x	-20	7%	-3.2	0	-8%	-4%	-6%
N#Cc1ccccc1NC(=O)c1cc2c(=O)n3ccccc3nc2s1	x	-1%	x	-11%	0.7	-4	x	x	-5%
COc1ccccc1C1CC(=O)Oc2cc(C)c(Cl)c(C)c21 (centres undefined)	-5%	11%	x	14%	x	0	1%	-2%&-3%	-13%
CC1(C(=O)Nc2ccc(Cl)c(C(F)(F)F)c2)Cc2c(-c3cccc(C(N)=O)c3)ccnc2O1 (centres undefined)	x	x	x	x	x	-1	-2%	-4%	-24%
Next entries:
SMILES	Vif-A3F inh	ERG Ets-DNA blk	D2 antagonist	RGS4 inh	D2 ag	LDHA inh	Vif-A3G inh	GRP78 ERSR act	12-LOX inh
Cc1ccccc1C(=O)Nc1ccc(Br)c(C)n1	0%	-2%	5	-5%[11.4 µM]	0.5	2	-11%	6%	0%
COc1ccc(N2C(=O)C(Cl)=C(Oc3cccc(OC)c3)C2=O)cc1	14%	-1%	-8	-118%	0.7	2	-5%	-15%	x
Cc1cc(NC(=O)CSc2nnc(Cc3ccccc3)o2)no1	-20%	-1%	-10	7%	-0.2	-2	-1%	-10%	29%
O=C(NC1CCN(C(=O)NCc2ccccc2)CC1)c1cccc(F)c1	-19%	0%	2	3%	0.8	-12	-3%	0%	-15%
O=[N+]([O-])c1ccc(O)c(NC(=S)Nc2ccccc2)c1	7%	12%	-19	u	0.5	-2	0%	4%	-22%
COc1ccccc1Cc1c(-c2ccc(F)cc2)nc2ccc(Br)cn12	x	x	x	x	x	-4	-21%	0%	-23%
CCOc1ccc(Cc2nc(C)c(CC(=O)N3CCOCC3)c(=O)[nH]2)cc1	-4%	1%	-1	2%	0.3	-10	-2%	-3%	11%
CN(C(=O)c1cccc(NC(=O)Cc2cccc(NC(=O)C3CCN(C(=O)CCc4ccccc4)CC3)c2)c1)C1CC1	-3%	0%	x	6%	x	0	2%	0%	-7%
